Sm TGR block = blocks Schistosoma mansoni thioredoxin glutathione reductase | purified TGR, DTNB reduction, TNB absorbance 405 nm | hit rate 3% among 360,000 | Q962Y6 | Potency, µM (top dose mostly 114 µM), for inactives: top-dose activity change, negative = inhibition, actives largely listed as inhibitors; also: potency is read from the fitted curve at half-maximal effect; nearly all actives have a fitted effect of over 60% in size
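First, TGR (20 nM dispensed) and NADPH were mixed with compound. Second, a 15 min room-temperature incubation followed. Third, further NADPH and then DTNB were added to start the reaction. Finally, TNB absorbance was monitored kinetically.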
AmpC inh detg = inhibitors of E. coli AmpC beta-lactamase with detergent; P00811; AmpC hydrolysis of nitrocefin, absorbance 480 nm, 0.01% Triton; Potency, µM (titrated, usually from 114 µM), inactives show top-dose activity change, negative = inhibition, actives largely listed as inhibitors; hit rate 0.041% among 370,000;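 also: potency is read from the fitted curve at half-maximal effect; 0% = no-compound wells and -100% = no-enzyme wells; nearly all actives have a fitted effect of over 25% in size; some results filed as inactive show a strong effect at the top dose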
Target sequence (P00811 whole entry, looked up): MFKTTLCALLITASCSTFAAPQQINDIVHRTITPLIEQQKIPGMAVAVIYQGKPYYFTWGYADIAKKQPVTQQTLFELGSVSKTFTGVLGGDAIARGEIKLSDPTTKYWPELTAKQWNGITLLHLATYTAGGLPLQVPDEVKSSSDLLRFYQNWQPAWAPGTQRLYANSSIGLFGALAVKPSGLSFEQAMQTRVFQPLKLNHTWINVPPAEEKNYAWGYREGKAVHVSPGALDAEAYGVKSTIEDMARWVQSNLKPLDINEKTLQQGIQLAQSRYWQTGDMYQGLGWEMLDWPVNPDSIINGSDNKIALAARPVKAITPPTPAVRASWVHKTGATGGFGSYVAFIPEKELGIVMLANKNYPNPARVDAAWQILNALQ
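20 mM phosphate pH 7.0 + 0.01% (detergent screen) or 0.0001% Triton X-100; 5.3 nM AmpC reagent; cpd preinc 15 min RT; nitrocefin (800 uM stock) to start; A480 q20 s × 4 min; Activity was normalised to no-enzyme and no-compound control wells.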
AMA1 RON2 block = AMA1-RON2 (P. falciparum) interaction inhibition; AlphaScreen AMA1-biotinylated RON2 peptide binding; Potency, µM (highest dose often 58.2 µM), inactives show top-dose activity change, negative = inhibition, actives largely listed as inhibitors; hit rate 0.2% among 360,000; AID 720542;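 also: potency is read from the fitted curve at half-maximal effect; 0% = vehicle wells and -100% = peptide control; nearly all actives have a fitted effect of over 45% in size; some results filed as inactive show a strong effect at the top dose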
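AMA1 (3D7) with his tag at 25 nM final met compounds first, then biotinylated RON2 peptide at 25 nM; detection used donor plus acceptor beads, 10 µg/mL apiece, read by AlphaScreen after 30 min at room temperature.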
HCV inh = inhibitors of hepatitis C virus infection | Huh7.5.1 HCVcc-Cre infection, luciferase reporter, 44 h | Potency, µM (top dose mostly 41.8 µM), inactives show at the highest dose activity change, negative = inhibition, actives largely listed as inhibitors | hit rate 3.4% among 340,000; also: potency is read from the fitted curve at half-maximal effect
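Reporter virus HCVcc-Cre (~0.5 moi) infects cells exposed to compound; seeding density 1,000 cells/well with 4 h settling beforehand. Luminescence, 15 sec read, taken 44 h post-infection following a 15 min RT substrate incubation.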
Giardia FBPA inh = Giardia lamblia aldolase inhibition. A8B2U2. purified Giardia FBPA. Potency, µM (series often up to 59.6 µM), inactives show top-dose activity, negative = inhibition, actives largely listed as inhibitors. hit rate 0.71% among 290,000; also: potency is read from the fitted curve at half-maximal effect; nearly all actives have a fitted effect of over 55% in size
Target sequence (A8B2U2 whole entry, looked up): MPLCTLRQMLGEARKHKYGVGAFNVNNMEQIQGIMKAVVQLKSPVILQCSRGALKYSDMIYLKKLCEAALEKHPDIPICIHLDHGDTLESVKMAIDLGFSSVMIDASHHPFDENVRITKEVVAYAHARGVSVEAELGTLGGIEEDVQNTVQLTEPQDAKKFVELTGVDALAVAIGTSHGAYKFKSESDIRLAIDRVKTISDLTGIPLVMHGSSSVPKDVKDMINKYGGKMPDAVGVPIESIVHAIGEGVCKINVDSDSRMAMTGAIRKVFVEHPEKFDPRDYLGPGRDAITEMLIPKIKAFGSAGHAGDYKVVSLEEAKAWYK
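40 nM FBPA preincubated 10 min at RT with compound (up to 57.5 uM final), then substrate plus GAPDH/TPI/NAD/arsenate coupling and diaphorase/resazurin added. Fluorescence read after 20 min at RT, 525/598 nm.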
HCMV antiviral = human cytomegalovirus inhibition; HFF cells, HCMV-luciferase reporter, 72 h; active compounds read low; activity change, negative = inhibition, % at 57.5 µM; hit rate 4.5% among 410,000; in the data active = activity change below about -60%; inconclusive = no clear call, values can overlap the other calls; inactive = above about -39%
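Steps: HFFs plated, 16 h 37C; compounds added; HCMV-luciferase added to MOI 1 PFU/cell; 72 h 37C; OneGlo reagent, 5 min room temperature; luminescence read, normalized to controls.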
Starred values were filed as active, the others as inactive; ? = inconclusive; . = not tested or not shown; [ ] = dose if it differs, or a comment. Unless noted, calls follow the shape of the dose curve; as a rule, active = well fitted curve in the direction sought with a large enough effect; inconclusive = small, poorly fitted or top-dose-only effect, or another doubt; inactive = no such curve, though single readings can be large; an effect the other way counts as inactive or inconclusive. Unless noted, % is scaled to controls: 0 for no effect and ±100 for the full control effect.

Values run as follows: Sm TGR block | AmpC inh detg | AMA1 RON2 block | HCV inh | Giardia FBPA inh | HCMV antiviral
O=C(O)C(=O)Cc1c[nH]c2ccccc12
 : 45µM* | ? | -2% | 0%[8.37 µM] | ? | -3
Cc1c(/C=C2\SC(=O)N(CC(=O)Nc3ccc4c(c3)OCO4)C2=O)c2ccccc2n1C
 : 27% | -7% | -15% | -7% | 2% | ?
CC1CN(CC(=O)Nc2ccc(Br)cn2)CC(C)O1 (centres undefined)
 : -29% | -14% | -5% | 1% | 3% | -15
CC1=CC(=C(C#N)C#N)C=C(C)N1CCN1CCN(C(=O)Nc2ccc(Cl)c(Cl)c2)CC1
 : -2% | -8% | -13% | ? | 5% | -1
CCOc1ccc(Cc2nnc(SCC(N)=O)n2C)cc1
 : 1% | -5% | 2% | 10% | 0% | -6
CCn1ncc(Cl)c1C(=O)NC(=S)Nc1ccccc1Br
 : 28µM* | -1% | 40%[activator] | -26% | . | 21
Cc1nnc(N2C(=O)c3cccc4cccc(c34)C2=O)s1
 : 75%[activator] | 3% | 9% | 15% | 4% | -14
O=C(COC(=O)C1CC(O)CN1S(=O)(=O)c1ccc(Cl)cc1)c1ccccc1Cl (centres undefined)
 : -2% | -6% | 7% | 13% | -1% | -12
COc1ccc(CNC(=O)COCc2cc(-c3ccc4c(c3)OCO4)on2)cc1
 : -1% | 6% | . | . | . | 7
Cc1ccc2cccc(NC(=S)NC(=O)c3ccccc3)c2n1
 : -15% | 2% | 31%[activator] | ? | -18% | 126
CC(=O)Nc1ccc(S(=O)(=O)N2CCC(c3nc4ccc(C)cc4[nH]3)CC2)cc1
 : 0% | -17% | -2% | . | 1% | -18
CCC(=O)OC1(c2ccccc2)CCN(C)CC1C (centres undefined)
 : 2% | 6% | 3% | 7% | -2% | -39
COc1ccc(-c2nc3c(c(SCC(=O)N(C)c4ccccc4)n2)Cc2cc(C)ccc2O3)cc1
 : 6% | 12% | . | . | . | 14
CCC(=O)Nc1nc2c(c(=O)[nH]1)CCCC2
 : 2% | -11% | 3% | 6% | 1% | -22
COC(=O)CCC(=O)CN
 : 3% | ? | -1% | 1%[8.37 µM] | 1% | 65
Cc1cccc(-c2nc(CS(=O)CC(=O)NC3CCCC3)c(C)o2)c1 (centres undefined)
 : 13µM* | -9% | 9% | 5% | 5% | 15
CCN(C(=O)Cn1cnc2ccccc2c1=O)C1CCS(=O)(=O)C1 (centres undefined)
 : 0% | ? | 0% | 1% | . | 18
O=C(Cn1c(=O)oc2cc(S(=O)(=O)N3CCCCC3)ccc21)NCc1ccc(Cl)cc1
 : -1% | 2% | . | . | . | ?
COc1ccc(CN(C)C(=O)c2ccc3c(=O)n4c(nc3c2)CCC4)cc1
 : -7% | -6% | -15% | 5% | . | -34
COc1cccc(-c2nn(C)c3sc(C(=O)N4CCN(c5cccc(C(F)(F)F)c5)CC4)cc23)c1
 : 9% | -2% | . | . | . | 2
Cc1ccc(CN(CC(=O)NCc2ccc3c(c2)OCO3)C(=O)c2csnn2)cc1
 : -13% | -7% | 4% | -11% | -1% | -19
Cc1ccc2c(c1)c1c(n2CC(O)Cn2nc(C)c(Br)c2C)CCCC1 (centres undefined)
 : 1% | 0% | -30% | ? | -5% | -22
COc1ccc(N2CCN(C(=S)Nc3ccccc3OC)CC2)cc1
 : 5% | ? | -23% | 8% | -5% | -20
O=C(Nc1ccc(O)c(-c2nc3ccccc3s2)c1)C1=COCCO1
 : 0% | -3% | 14% | 1% | -1% | 48
CC(Oc1ccc(Br)cc1)C(=O)NCc1ccccn1 (centres undefined)
 : . | 6% | 112%[activator] | 5% | -1% | -31
COc1ccccc1C(=O)N1CCN(c2cccc(Cl)c2)CC1
 : 4% | -4% | -2% | -13% | 1% | 9
CC(=O)c1ccc(N(C(=O)CNC(=O)c2ccco2)C(C(=O)NC2CCCC2)c2ccncc2)cc1 (centres undefined)
 : 4% | -9% | -1% | 7% | 27% | 11
CCCc1ccc(C(=O)CCC(=O)NNC(=O)c2ccncc2)cc1
 : 0% | ? | 98%[activator] | 1% | . | ?
COc1ccc(C(O)(C(C)C)C(CN2CCOCC2)c2ccccc2)cc1 (centres undefined)
 : 4% | 1% | -1% | ? | -19% | -27
CSc1ncccc1C(=O)NCc1ccccc1Cl
 : 11% | -1% | 21% | 13% | 13% | -29
Cc1nc2c(ccc3nc(NC(=O)Cc4cccc5ccccc45)sc32)s1
 : -22% | -6% | -5% | ? | 0% | -16
CCCCOc1ccc(C(=O)N/C(=C/C=C/c2ccccc2)C(=O)NCCCO)cc1
 : -1% | 5% | 22% | 12% | -2% | 0
O=C(c1ccc(Cl)cc1)c1oc2ccccc2c1CS(=O)c1ccc(Cl)cc1 (centres undefined)
 : -4% | -12% | -8% | -3% | 1% | ?
COc1ccc(N/C=C/C(=C(C#N)C#N)N(C)C)cc1
 : 1% | -5% | 0% | -5% | -10% | ?
COc1ccc(C(C)=O)cc1CSc1nc(NCc2ccccc2)c2ccccc2n1
 : 3% | 12% | . | . | . | ?
Cc1ccc(S(=O)(=O)NCc2ccccc2)cc1C(=O)N1CC(C)CC(C)C1 (centres undefined)
 : -12% | 0% | -20% | 0% | . | -40
COc1ccc(Cl)cc1NC(=O)COC(=O)CCCN1C(=O)c2ccccc2C1=O
 : 1% | ? | 1% | ? | -5% | -5
Cc1cnc(C(=O)Nc2nnc(C3CC3)s2)cn1
 : -1% | ? | -1% | 12% | ? | 52
COc1ccc(CCNC(=O)[C@@H](NC(=O)N2CCn3c2nc2ccccc23)C(C)C)cc1OC
 : -12% | -7% | 84%[activator] | 11% | 3% | -19
Cc1ccc(S(=O)(=O)N(C)CC(=O)NCCCc2ccccc2)cc1
 : -27% | -9% | 1% | -9% | -2% | -4
O=C(NCc1ccccc1)c1cccc(S(=O)(=O)NCc2ccccc2)c1
 : -11% | -12% | 11% | 1% | 5% | -12
COC(=O)C1=C(c2cc3ccccc3s2)C[C@@H]2CC[C@H]1N2C(=O)NCCNC(C)=O
 : . | . | -1% | -1% | . | -32
O=C(CN1CCN(CC(=O)Nc2ccccc2F)CC1)Nc1cccc(F)c1
 : ? | -8% | -11% | 5% | -3% | -25
CCOc1ccc(NC2c3ccccc3C(=O)N2Cc2ccco2)cc1 (centres undefined)
 : -16% | -24% | ? | ? | -10% | -17
CCS(=O)(=O)N1CCC(C(=O)NCCCOC)CC1
 : 11% | 6% | 13% | 5% | 3% | 26
COc1cc(OC)c(NS(=O)(=O)c2cc3[nH]c(=O)c(=O)[nH]c3cc2C)cc1Cl
 : -15% | -2% | -4% | 12% | -7% | 11
Cc1ccc(NC(=O)Cn2cnc3cc([N+](=O)[O-])ccc3c2=O)cc1
 : 0% | 6% | -18% | -13% | 2% | -27
Cc1[nH]c2ccc(F)cc2c1CCNC(=O)C1CCCCC1C(=O)OCC(F)(F)F (centres undefined)
 : -15% | ? | -21% | ? | 1% | ?
COCc1cc(=O)n2[nH]c(C)cc2n1
 : 5% | -11% | -7% | 8% | -25% | -30
O=C(CN1CCNC(=O)C1)NCCc1ccc(Cl)cc1Cl
 : -7% | 1% | 4% | 11% | 8% | -1
O=C1c2ccccc2S(=O)(=O)c2cc(C(=O)N3CCC(N4CCCC4)CC3)ccc21
 : . | . | -2% | -8% | . | -27
O=C(/C=C/c1cccc(Cl)c1)OCc1cn2cc(Cl)ccc2n1
 : 12% | 0% | -7% | 3% | 2% | 1
O=S(=O)(Nc1ccc(-c2ccc(N3CCOCC3)nn2)cc1)c1ccc(Cl)c(Cl)c1
 : 0% | ? | -8% | 3% | . | ?
O=C(COC(=O)c1ccc2c(c1Cl)C(=O)c1ccccc1C2=O)NC1CCCCC1
 : 1% | -10% | 5% | -19% | -17% | -12
C/C(CC(C)(C)c1ccccc1)=N\NS(=O)(=O)c1ccccc1
 : 19% | -8% | 1% | -20% | 0% | 23
O=C(CSc1nnc(-c2cccnc2)o1)Nc1cccc(F)c1
 : -26% | -6% | 11% | 2% | . | 23
Cc1ccc(NC(=O)CSc2nc3c([nH]c4ccccc43)c(=O)n2-c2ccccc2)cc1Cl
 : ? | 0% | . | . | . | -24
CCCC(c1nnnn1C1CCCC1)N1CCN(C(=O)c2ccco2)CC1 (centres undefined)
 : -6% | -3% | -2% | -1% | 11% | ?
COc1ccc2[nH]c(=O)c(CN(C(=O)c3ccncc3)C(C)(C)C)cc2c1
 : 0% | ? | 10% | 32%[activator] | -20% | -3

Of the compounds above, these contain an NH in an aromatic ring:
Values run as follows: Sm TGR block | AmpC inh detg | AMA1 RON2 block | HCV inh | Giardia FBPA inh | HCMV antiviral
O=C(O)C(=O)Cc1c[nH]c2ccccc12
 : 45µM* | ? | -2% | 0%[8.37 µM] | ? | -3
CC(=O)Nc1ccc(S(=O)(=O)N2CCC(c3nc4ccc(C)cc4[nH]3)CC2)cc1
 : 0% | -17% | -2% | . | 1% | -18
CCC(=O)Nc1nc2c(c(=O)[nH]1)CCCC2
 : 2% | -11% | 3% | 6% | 1% | -22
COc1cc(OC)c(NS(=O)(=O)c2cc3[nH]c(=O)c(=O)[nH]c3cc2C)cc1Cl
 : -15% | -2% | -4% | 12% | -7% | 11
Cc1[nH]c2ccc(F)cc2c1CCNC(=O)C1CCCCC1C(=O)OCC(F)(F)F (centres undefined)
 : -15% | ? | -21% | ? | 1% | ?
COCc1cc(=O)n2[nH]c(C)cc2n1
 : 5% | -11% | -7% | 8% | -25% | -30
Cc1ccc(NC(=O)CSc2nc3c([nH]c4ccccc43)c(=O)n2-c2ccccc2)cc1Cl
 : ? | 0% | . | . | . | -24
COc1ccc2[nH]c(=O)c(CN(C(=O)c3ccncc3)C(C)(C)C)cc2c1
 : 0% | ? | 10% | 32%[activator] | -20% | -3

Bioassay records deposited in PubChem by National Center for Advancing Translational Sciences (NCATS).
